# Assay outcomes (PubChem BioAssay)
# NCI-60 one-dose screen, 48 h, at 10 µM unless noted. Numbers give growth in % (100 = growth as untreated, 0 = no growth, -100 = all killed).
# OVCAR-5: OVCAR-5 ovarian cancer; 82,000 compounds, 2.9% hits; AID 1794783
# DU-145: DU-145 prostate cancer; 81,000 compounds, 4.2% hits; AID 1794760
# SK-OV-3: SK-OV-3 ovarian cancer cells; AID 1794785; 80,000 compounds, 3.2% hits
# IGROV1: IGROV1 ovarian cancer | AID 1794786 | 79,000 compounds, 4.7% hits
# PC-3: PC-3 prostate cancer cells | AID 1794754 | 80,000 compounds, 3.9% hits
# OVCAR-8: OVCAR-8 ovarian cancer | 81,000 compounds, 4.4% hits
# OVCAR-4: OVCAR-4 ovarian cancer cells | 80,000 compounds, 3.7% hits | AID 1794784
# OVCAR-3: OVCAR-3 ovarian cancer; 79,000 compounds, 7% hits; AID 1794787
# The depositor's hits bear a star; . = not tested or not shown; & = joins results of further samples. Rule for the calls: active = growth percent below 10; inactive = the rest. The order is random; overall some 10% were active at least once.
compound	OVCAR-5	DU-145	SK-OV-3	IGROV1	PC-3	OVCAR-8	OVCAR-4	OVCAR-3
CCOC(=O)C1=C(C)N=C2SC=C(c3ccc(F)cc3)N2[C@H]1c1cn[nH]c1-c1ccc(Cl)cc1	101.0	89.1	91.9	61.6	63.4	82.5	92.6	91.3
Cc1ccc(NC(=O)N/N=C/c2cc3ccccc3n3nnnc23)cc1	98.5	92.5	96.4	101.3	89.3	101.6	103.9	106.2
N#Cc1ccc(-c2cn(CC(=O)Nc3nc4ccccc4s3)nn2)cc1	103.6	113.0	101.6	96.6	95.5	101.3	115.6	111.5
CCOC(=O)c1cc2c(n1Cc1ccc(OC)cc1)-c1nc(NC(C)=O)sc1CCC2	106.0	94.5	71.5	75.1	34.0	70.1	69.8	95.2
CC(=O)CC(c1ccccc1)c1c(-c2ccccc2)[nH]c2ccccc12 (stereo unspecified)	95.0	99.5	100.2	81.0	81.0	90.4	83.3	89.5
Fc1ccc(-c2nc(-c3ccc(-c4nc5ccccc5[nH]4)cc3)no2)cc1	98.2	108.3	113.6	111.4	83.4	100.8	90.1	102.6
Oc1ccc(-c2ccc3c(c2)ncn3-c2ccncc2)cc1	106.9	89.8	103.1	107.7	78.1	82.4	89.3	.
O=C(N/C(=C\c1ccc(/C=C(\NC(=O)c2ccccc2)C(=O)N2CCCCC2)cc1)C(=O)N1CCCCC1)c1ccccc1	102.8	117.2	112.5	99.8	86.4	101.3	106.0	112.9
O=C(CSc1nnnn1-c1ccccc1)Nc1ccc(Oc2ccccc2)cc1	92.2	111.0	102.1	61.9	96.1	97.3	101.3	100.4
COc1ccc(C2=NN(c3ccc(S(N)(=O)=O)cc3)C(=O)CC2)cc1OC	95.5	102.4	95.3	93.5	99.2	97.8	110.3	100.5
C/C(=N\N1C(=O)c2ccccc2NC1c1cccs1)c1c(O)cc(C)oc1=O (stereo unspecified)	103.3	111.9	106.5	103.7	88.0	98.6	104.7	108.1
C/C=C1\SC(=S)NC1=O	94.9	109.8	92.4	105.0	95.1	103.0	101.4	110.7
CCCOCc1cc(CN2CCN(c3cccc(Cl)c3)CC2)c(O)c2ncccc12	111.6	93.8	103.3	89.5	65.2	54.8	69.8	77.9
O=c1cc(Br)c(O)c(Br)cc1Br	109.0	111.7	114.0	.	95.4	103.6	113.3	111.5
NNC(=O)CO	106.9	105.2	101.4	111.8	95.4	104.9	101.6	121.0
N#Cc1c(-c2ccccc2)cc(-c2ccccc2)n(CCCCC(=O)NO)c1=O	13.6	20.2	42.1	20.0	32.9	15.6	34.0	20.5

# Compounds listed so far that contain a Cl atom:
compound	OVCAR-5	DU-145	SK-OV-3	IGROV1	PC-3	OVCAR-8	OVCAR-4	OVCAR-3
CCOC(=O)C1=C(C)N=C2SC=C(c3ccc(F)cc3)N2[C@H]1c1cn[nH]c1-c1ccc(Cl)cc1	101.0	89.1	91.9	61.6	63.4	82.5	92.6	91.3
CCCOCc1cc(CN2CCN(c3cccc(Cl)c3)CC2)c(O)c2ncccc12	111.6	93.8	103.3	89.5	65.2	54.8	69.8	77.9

# Single records (already shown). Screens in order: OVCAR-5 | DU-145 | SK-OV-3 | IGROV1 | PC-3 | OVCAR-8 | OVCAR-4 | OVCAR-3
# Listed for `Cc1ccc(NC(=O)N/N=C/c2cc3ccccc3n3nnnc23)cc1` = 98.5 | 92.5 | 96.4 | 101.3 | 89.3 | 101.6 | 103.9 | 106.2
# Listed for `C/C=C1\SC(=S)NC1=O` = 94.9 | 109.8 | 92.4 | 105.0 | 95.1 | 103.0 | 101.4 | 110.7

# Next part:
compound	OVCAR-5	DU-145	SK-OV-3	IGROV1	PC-3	OVCAR-8	OVCAR-4	OVCAR-3
CCOc1c(C#N)c(Nc2ccc(S(N)(=O)=O)cc2)c(C#N)c2nc(=S)nc(Nc3ccccc3)n12	129.6	105.8	146.7	98.9	96.0	104.1	110.5	102.7
CC1(C)N=C(N)N=C(N)N1c1cccc(OCCCOc2cccc(NC(=O)CBr)c2)c1	106.3	104.5	104.8	122.0	82.6	98.3	99.1	106.5
COc1nc2ccc(C)cc2cc1/C=[N+](\[O-])c1ccccc1	92.6	95.5	79.9	75.2	68.2	95.3	83.7	96.6
Nc1ccc(S(=O)(=O)O)c2cccc(S(=O)(=O)O)c12	102.7	124.7	106.9	.	108.4	109.8	108.1	149.3
NC(=O)NC(=O)c1ccccc1	94.4	111.8	107.1	115.1	89.3	113.1	124.8	105.7
COc1ccc(N2C(=O)C3C/C(=C/N(C)C)C(=O)N3C2N(C)C)cc1 (stereo unspecified)	104.1	111.1	94.9	112.6	108.0	111.0	100.0	111.1
CCN(CC)c1ccc(N2C(=O)/C(=C/c3cccs3)SC2=S)cc1	95.4	100.5	113.1	99.4	64.1	99.6	81.9	101.1
CCOC(=O)c1c[nH]n2c(=S)ncnc12	103.0	108.1	103.0	120.8	117.0	104.4	100.8	99.5

# More records
# Each structure is followed by: OVCAR-5, DU-145, SK-OV-3, IGROV1, PC-3, OVCAR-8, OVCAR-4, OVCAR-3
COc1cccc2c(=O)c3c(sc12)c(NCc1ccccc1)nc1ccccc13
    94.8, 109.1, 87.5, 87.0, 88.0, 100.0, 96.6, 106.5
CCOC(=O)c1c[nH][nH]c1=O
    94.8, 117.0, 109.7, ., 107.9, 105.4, 101.4, 111.6
C#Cc1ccc(-n2c(/C=C/c3cc(OC)cc(OC)c3)nc3ncccc3c2=O)cc1
    128.5, 93.2, 68.1, 91.9, 68.5, 66.8, 60.2, 76.4
C[C@@H]1C(=O)N(C[C@@H](Cc2ccccc2)NC(=O)OCc2ccccc2)[C@]1(Cc1ccccc1)C(=O)OCc1ccccc1
    69.1, 78.3, 54.5, 57.4, 14.2, 40.2, 1.5*, 43.3
CC(=O)O[C@@H]1C[C@H](C)CC[C@H]1C(C)C
    94.0, 104.5, 103.9, 118.7, 126.1, 102.2, 107.2, 111.0
N#CCCOC(=O)Nc1ccccc1
    96.2, 117.1, ., 104.4, 110.4, 110.2, 114.8, 111.6
C/C=C/C(=O)OC(=O)/C=C/C
    107.5, 109.0, 96.2, 106.6, 95.2, 92.9, 106.8, 110.0
Nc1c(C(=O)N/N=C\c2ccc(OC(F)F)c(OCc3ccccc3)c2)cnn1CC(O)c1ccccc1 (stereo unspecified)
    94.5, 50.2, ., 46.8, 20.4, 16.6, 28.8, 35.0
O=C1NC(=C(Cl)Cl)/C(=N/S(=O)(=O)NC2CCC2)N1
    113.7, 111.6, 96.4, 98.5, 92.5, 92.9, 107.0, 112.4
N#Cc1cnn(C(=O)c2ccccc2Br)c1NC(=O)c1ccc(Br)cc1Cl
    101.8, 108.5, 86.7, 115.2, 102.7, 104.5, 100.6, 119.4
O=C(NCc1ccccc1)C(c1ccc(Br)cc1)N(C(=O)CCc1ccc(O)cc1)C1CC1 (stereo unspecified)
    116.8, 105.8, 105.8, 80.3, 76.4, 88.1, 91.1, 105.2
OCc1cc(CN2CCC(N3CCOCC3)CC2)c(O)c2ncccc12
    67.7, 53.8, 50.0, 61.7, 57.4, 64.0, 50.6, 46.0
O=[N+]([O-])c1ccc(N/N=C(\Cc2ccccc2)c2ccccc2)c([N+](=O)[O-])c1
    104.0, 105.9, 106.4, 99.6, 90.9, 101.7, 102.9, 105.8
COc1ccc2nc(-n3nc4nc5n(c(=N)c4c3N)-c3ccccc3Sc3ccccc3-5)sc2c1
    113.6, 107.9, 100.8, 67.2, 78.2, 82.7, 105.9, 96.3
CCc1ccccc1NC(=O)c1sc2nc3c(cc2c1N)CCCC3
    79.3, 51.7, 38.8, 64.8, 52.9, 52.3, 66.8, 23.8
O=[N+]([O-])c1cccc(-c2nnc(CSc3nnc(-c4ccccc4O)o3)o2)c1
    97.7, 109.4, 109.5, 112.2, 98.2, 104.1, 111.5, 111.9
O=c1[nH]n(-c2ccccc2)c(=O)c2ccccc12
    101.1, 110.1, 113.4, 109.2, 104.2, 109.3, 105.9, 110.1
Cn1cc(-c2csc(-c3cn(C(=O)OC(C)(C)C)c4ccc(Br)cc34)n2)c2cccnc21
    95.5, 107.9, 98.7, 93.2, 87.5, 70.7, ., 98.3
COc1ccc(/C=C/C(=O)C(CC2CCC2)C(=O)/C=C/c2ccc(OC)c(OC)c2)cc1OC
    -12.9*, -23.0*, 16.2, -17.1*, -8.3*, 3.3*, 35.2, -33.2*
O=C1C2=C(C(=O)c3c(O)ccc(O)c31)N(c1ccc(N3CCOCC3)nc1)Cc1ccccc1O2
    -45.2*, -98.0*, 15.2, -70.5*, 1.1*, -10.6*, -97.8*, -97.3*
O=C1OC2N(C(=O)CSc3ccccc31)C13CCC(=O)N1c1ccccc1C(=O)C2(c1ccccc1)O3 (stereo unspecified)
    102.7, 107.3, 100.9, 104.5, 99.1, 97.6, 110.1, 108.3
Cc1nc2cc(Nc3nc(Nc4ccc(F)cc4)nc(-c4ccc(Cl)cc4)n3)ccc2n1Cc1ccccc1
    92.3, 81.4, 92.9, 48.7, ., 62.8, 58.6, 57.3
O=C(CSc1nc2ccccc2c(=O)n1Cc1ccccc1)Nc1ccc(S(=O)(=O)Nc2ccc(Cl)nn2)cc1
    105.8, 111.7, 101.6, 96.0, 102.6, 97.7, 100.5, 114.0
O=C(O)c1ccc2ccccc2c1C(=O)O
    96.0, 104.7, 83.2, 102.1, 79.7, 97.3, 118.5, 102.9
COc1cccc(/C=C2\Oc3cc(OCCCN4CCCCC4)ccc3C2=O)c1
    104.6, 92.1, 115.0, 79.4, 83.7, 95.8, 87.8, 90.8
C#CCOC(=O)/C=C/c1cn(-c2ccccc2)nc1-c1ccc(Br)cc1
    82.9, 102.0, 88.0, 90.5, 90.4, 96.1, 103.7, 106.1
O=C1Nc2cc(Cl)ccc2/C1=C\c1ccc(OCC(=O)c2ccc(Br)cc2)cc1
    86.1, 87.6, 95.7, 65.4, 48.6, 69.3, 55.5, 84.3
N#CC1=C(N)Oc2c(sc3c(Br)cccc23)C1c1ccc(F)cc1 (stereo unspecified)
    30.9, 24.1, 37.4, 26.9, 23.6, 25.3, 56.4, 9.7*
CNC(=O)N(C)C(=O)c1ccccc1C(=O)N(C)C(=O)NC
    104.6, 106.2, 107.9, 99.3, 84.0, 104.0, 107.5, 105.5
CC(C)Sc1nc(NNC(N)=S)c(C#N)c(-c2ccc(F)cc2)n1
    88.3, 110.4, 83.9, 97.1, 101.9, 97.4, 102.4, 112.6
CC(C)c1cccc(C(C)C)c1OCCN(C(C)C)C(C)C
    98.3, 112.9, 112.1, 96.7, 92.6, 100.0, 105.2, 110.5
CNc1nc(Cl)nc2ncn(C)c12
    108.2, 111.2, 105.8, 107.6, 94.5, 104.8, 109.4, .
COc1ccc(-c2cc(-c3cccc(Nc4ccnc5cc(Cl)ccc45)c3)nc3nc(N)[nH]c(=O)c23)cc1
    125.9, 111.8, 98.2, 97.5, 102.4, 103.8, 94.8, 107.4
O=C(c1cccs1)c1cccs1
    116.5, 105.8, 89.1, 102.4, 93.9, 99.9, 118.5, 108.0
Cn1cc(CCn2cnc(-c3cnn(C)c3)c2-c2ccc(C#N)cc2)cn1
    99.1, 111.6, 104.3, 110.0, 97.0, 94.6, 114.4, 112.1
CCN(CC)CC(Cc1ccccc1)OC(=O)c1ccccc1 (stereo unspecified)
    99.5, 112.9, 103.5, 110.1, 98.3, 113.2, 104.1, 115.5
CCOC(=O)C1c2cccc(O)c2CCN1C(C)=O (stereo unspecified)
    104.2, 110.8, 99.5, 112.4, 96.7, 101.1, 114.0, 103.4
COc1ccc(-n2c(SCC(=O)NNC(=S)NC(=O)c3ccc(Br)cc3)nc3cc(OC)c(OC)cc3c2=O)cc1
    113.2, 110.0, 114.1, 106.0, 100.2, 99.3, 107.4, 110.2
COc1ccc2c3ccnc(C(F)(F)F)c3n(CCCCN)c2c1
    54.8, 71.4, 53.3, ., 22.8, 46.1, 74.6, 47.3
O=C(Nc1cccc(Cl)c1)Oc1cccc2c1CCC2
    94.9, 104.7, 90.6, 99.3, 87.3, 99.9, 108.7, 108.1
N=c1c2cc(-c3ccccc3)oc2ncn1NC(=O)c1ccccc1
    100.0, 103.4, 99.0, 94.0, 90.6, 103.4, 98.0, 102.4
Nc1ncc(-c2ccc(NS(=O)(=O)c3ccc(C(F)(F)F)cc3Cl)cc2)[nH]1
    93.4, 101.4, 93.8, 86.3, 91.2, 91.4, 93.9, .
NC(=O)CNC(=O)c1ccccc1
    107.1, 115.5, 105.1, 102.9, 95.5, 105.7, ., 94.2
COc1ccc(C2N(c3cc(OC)c(OC)c(OC)c3)C(=O)C2(F)F)cc1F (stereo unspecified)
    78.7, 25.2, 75.5, 44.2, 35.9, 44.1, 58.3, 17.6
COc1cc(C(=O)NC(=S)Nc2ccc3ccccc3c2)cc(OC)c1OC
    99.9, 101.9, ., 95.5, 82.4, 103.8, ., 106.9
Cc1ccc(/C=C/c2c3c(nc4ccccc24)CCCC3=O)cc1
    92.3, 73.1, 86.6, 86.0, 89.8, 88.6, 96.1, 97.3
CCCCCCC/C=N/NC(=O)c1ccc(-n2cc(-c3ccccc3)nn2)cc1
    89.9, 96.1, 87.8, 74.9, 74.8, 95.6, 93.1, 102.3
O=C1C(c2ccccc2)CN1Cc1ccccc1 (stereo unspecified)
    110.0&98.2, 102.8&109.7, 101.9&99.3, 102.3&106.2, 119.2&98.5, 106.9&103.6, 95.4&99.5, 116.0&108.1
CCN(CC)c1ccc2cc(C(Nc3ccc4c(c3)OCO4)c3nnnn3C(C)(C)C)c(=O)oc2c1 (stereo unspecified)
    108.9, 107.5, 94.3, 94.9, 83.9, 98.9, ., 100.8
COc1cc(/C=N/NC(=O)CN2CCN(c3cc4c(cc3F)c(=O)c(C(=O)O)cn4C3CC3)CC2)cc(OC)c1OC
    98.2, 108.4, 100.5, 97.5, 86.6, ., 105.7, 97.2
